# Source: PubChem BioAssay
# Mdm2 ligase inh: MDM2-luciferase reporter signal enhancers, primary screen, MDM2 E3 ligase inhibitor project, cell-based, luminescence, 1536-well. cell-based MDM2 ubiquitination luciferase reporter, 2 h; 0 = plate control, 100 = twice control, blank-subtracted. E3 ubiquitin-protein ligase Mdm2 (Homo sapiens), Q00987. signal enhancement, % at 5 µM. AID 1230, 2008. hit rate 0.11% among 210,000;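 active = signal enhancement of 30% or more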;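 also: luminescence tracks abundance of the self-degrading MDM2-luciferase fusion protein; higher signal means inhibition of MDM2 E3 ligase activity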
# Target sequence (Q00987 whole entry, looked up, the tested form may be a part): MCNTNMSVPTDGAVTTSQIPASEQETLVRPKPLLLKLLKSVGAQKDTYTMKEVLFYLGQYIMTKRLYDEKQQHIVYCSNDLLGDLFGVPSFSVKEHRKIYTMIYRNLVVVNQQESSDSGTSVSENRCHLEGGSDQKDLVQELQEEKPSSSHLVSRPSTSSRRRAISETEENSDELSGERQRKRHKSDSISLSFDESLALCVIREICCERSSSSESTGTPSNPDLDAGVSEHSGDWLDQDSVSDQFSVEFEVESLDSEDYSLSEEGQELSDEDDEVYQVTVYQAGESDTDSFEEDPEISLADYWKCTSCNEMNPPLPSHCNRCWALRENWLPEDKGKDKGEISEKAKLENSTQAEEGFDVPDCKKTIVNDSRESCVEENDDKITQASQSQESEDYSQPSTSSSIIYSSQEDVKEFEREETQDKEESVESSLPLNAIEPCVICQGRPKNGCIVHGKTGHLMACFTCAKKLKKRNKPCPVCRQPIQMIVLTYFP
#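 Test system: stable mammalian line carrying autodegrading MDM2–luciferase fusion reporter; quantity: 2000 cells in each well; times: 4 h cell settling then 2 h compound exposure, 37 °C; detection: luminescence with SteadyLite reagent, 15 min at room temperature; evaluation: percent signal gain over controls, blank-subtracted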
# Rad51 HR inh: human RAD51 strand exchange inhibitors, primary screen, biochemical, fluorescence; hRad51 DNA strand exchange, fluorescence dequenching; inhibition, % at 10 µM; hit rate 0.085% among 200,000; AID 1385, 2008;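 active = inhibition above 40% at the single screening dose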;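 also: 0% = DMSO control wells and 100% = blanks with heterologous ssDNA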
#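 material = hRad51 filaments on single-stranded DNA | timing = filaments 15 min 37 °C, then compound 30 min | signal = FRET fluorescence dequenching, excitation 485 nm, emission 520 nm | benchmarks = control wells and blank wells on each plate | evaluation = percent inhibition relative to plate controls and blanks | compound = 10 µM final, single point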
# zVAD death inh: inhibitors of zVAD-triggered necroptosis, primary screen, L929 cells; L929 zVAD necroptosis rescue, ATP luminescence, 24 h; with zVAD 60 µM; AID 1377, 2008; hit rate 0.38% among 220,000; viability rescue, % at 10 µM;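 active = activation, scaled between plate controls, above about 75%, limit read from the data; inactive = activation under that limit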;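 also: 0% = zVAD with DMSO and 100% = DMSO alone without zVAD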
# eIF4E 4G PPI: eIF4E–eIF4G protein interaction inhibitors, primary screen, biochemical, uHTS, TR-FRET, eIF4GI fragment; TR-FRET eIF4E-eIF4GI(517-606) binding, 2 h; Eukaryotic translation initiation factor 4E (Mus musculus) + Eukaryotic translation …; inhibition, % at 21.7 µM; hit rate 0.37% among 220,000; AID 782, 2007;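 active = inhibition above about 30%, limit read from the data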;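 also: 0% = full FRET control wells and 100% = background wells lacking eIF4GI fragment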
# EBV gp42 inh: Epstein-Barr virus gp42 inhibitors, primary screen, biochemical, uHTS, fluorescence polarization | Fluorescence polarization binding assay, mP read-out | inhibition, % (tested at 21.74 µM) | hit rate 0.42% among 220,000 | AID 1085, 2008; in the data active = inhibition above about 50%
# Target sequence (Q1HVG2 whole entry, looked up): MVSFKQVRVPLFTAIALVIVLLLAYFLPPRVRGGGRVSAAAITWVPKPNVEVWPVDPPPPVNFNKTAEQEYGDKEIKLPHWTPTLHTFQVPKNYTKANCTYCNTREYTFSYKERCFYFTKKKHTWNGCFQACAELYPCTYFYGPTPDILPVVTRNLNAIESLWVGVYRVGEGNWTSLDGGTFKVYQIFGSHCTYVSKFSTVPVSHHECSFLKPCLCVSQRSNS
# KCC2 mod: KCC2 cotransporter modulators, thallium flux, primary screen, cell-based, HEK293 KCC2, FluoZin-2 fluorescence, MLSMR. Solute carrier family 12 member 5 (Homo sapiens), Q9H2X9. KCC2 cells, thallium flux FluoZin-2 fluorescence. B-score of Tl+ flux slope (higher = more flux/activation; lower = inhibition) at 10 µM. hit rate 2.2% among 190,000. AID 1456, 2008;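 active = thallium flux slope and its plate-corrected score both differing from the plate sample mean at a set confidence after two filtering rounds, in either direction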;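 also: slope of fluorescence scaled to starting intensity during 10 to 20 s after thallium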
# TNF death inh: inhibitors of TNF-alpha triggered necroptosis, primary screen, cell-based, Jurkat FADD-/-, single concentration; Jurkat FADD-/- TNF necroptosis rescue, ATP luminescence, 24 h; 0 = TNF only, 100 = no-TNF cells; activation (protection from cell death), % at 10 µM; hit rate 0.068% among 220,000; AID 463075, 2010;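 active = activation, meaning protection from cell death, of at least 50% relative to plate controls; inactive = activation below 50%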;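 also: necroptosis triggered by 40 ng/mL TNF-alpha added together with compound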
# PERK inhibitor: block of dimerizer-induced PERK translation repression, primary screen, PERK inhibitor project, CHO PERK-DD cells, SEAP luminescence, HTS; Eukaryotic translation initiation factor 2-alpha kinase 3 (Homo sapiens), Q9NZJ5; CHO PERK-DD fusion, SEAP luminescence translation reporter; hit rate 0.17% among 220,000; inhibition, % at 5.6 µM;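 active = inhibition above the mean inhibition of all tested compounds plus 3 SD, set separately per screening campaign, cut at about 2.9% in these data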;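 also: PERK kinase domain activated by AP20187 dimerizer at 100 nM; 0% = DMSO with dimerizer and 100% = rapamycin at 8.4 µM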
# m-calpain inh: inhibitors of pig calpain II, primary screen, biochemical, fluorogenic peptide substrate, 1536-well | purified calpain II, 30 min | inhibition, % at 16 µM | hit rate 0.37% among 220,000 | AID 1236, 2008;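 active = inhibition above about 50%, limit read from the data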
# The depositor's hits bear a star; · = not tested or not shown; & = joins results of further samples; [ ] = dose if it differs, or a comment. Some of the compounds tested (hit frequency here may not be typical).
# A first look:
SMILES,Mdm2 ligase inh,Rad51 HR inh,zVAD death inh,eIF4E 4G PPI,EBV gp42 inh,KCC2 mod,TNF death inh,PERK inhibitor,m-calpain inh
COc1cc(C)nc(-n2nc(C)cc2OC)n1,·,-3,1.0,2,-7,0.013,1.3,1.2,-17
Oc1cc2c(cc1O)C1c3ccc(O)c(O)c3OCC1(O)C2 (centres undefined),0,6,-0.4,5,-14,0.0047,-3.1,1.5,-5
CC(=O)O[C@@]12CO[C@@H]1C[C@H](O)[C@@]1(C)C(=O)[C@H](O)C3=C(C)[C@@H](OC(=O)[C@H](O)[C@@H](NC(=O)OC(C)(C)C)c4ccccc4)C[C@](O)([C@@H](OC(=O)c4ccccc4)[C@H]21)C3(C)C,·,3,·,0,-7,0.35,·,1.1,-40
O=C(c1ccccc1)c1ccc2n1CCC2C(=O)O (centres undefined),·,2,1.9,5,-17,-0.11,0.6,1.1,-6
CCOC(=O)Nc1ccc2c(c1)N(C(=O)CCN1CCOCC1)c1ccccc1S2,-12,5&2,0.1,3&-2[fluorescence artefact?],-9&-2,0.17,-0.4,-1.2,-7&-14
C[C@]12CC[C@H]3C(=CCc4cc(O)ccc43)[C@@H]1CCC2=O,·,-4,3.2,2,-9,-0.0044,-1.5,1.2,7
COc1cc(NC(=O)c2cc(C3CC3)on2)c(OC)cc1Cl,-28,3,-0.2,0,-8,-0.48,0.2,0.8,-49
CCCc1cc(C(N)=S)ccn1,-1,-3,0.1,-2,0,-0.013,-2.1,2.8,5
C[C@H]1c2cccc(O)c2C(O)=C2C(=O)[C@]3(O)C(O)=C(C(N)=O)C(=O)[C@@H](N(C)C)[C@@H]3[C@@H](O)[C@@H]21,4,10,0.8,-13,-2,-0.025,-2.4,·,-134
O=C(NCCN1CCOCC1)c1ccc(Cl)cc1,-11,0,0.2,0,-8,1,0.4,1.4,8
Cc1cc(O)c2c(c1)C(=O)c1cccc(O)c1C2=O,·,-11,2.0,-6,6,0.021,-0.4,0.0,29
Cc1oncc1C(=O)Nc1ccc(C(F)(F)F)cc1,·,1,19,2,-3,-1.2,-0.4,0.6,15
COc1cc2c(c(OC)c1OC)-c1c(cc(OC)c(OC)c1OC)C[C@H](C)[C@H](C)C2,-16,2,-1.2,3,-5,0.15,-0.1,·,9
C/C=C(/C)C(=O)O[C@@H]1c2cc3c(c4c2[C@@]2(CO4)C(=O)C(OC)=C(OC)C=C2C[C@@H](C)[C@H]1C)OCO3,-14,6,0.1,-1,-1,-0.18,-0.6,·,-3

# All compounds of this part, from the first entry:
SMILES,Mdm2 ligase inh,Rad51 HR inh,zVAD death inh,eIF4E 4G PPI,EBV gp42 inh,KCC2 mod,TNF death inh,PERK inhibitor,m-calpain inh
COc1cc(C)nc(-n2nc(C)cc2OC)n1,·,-3,1.0,2,-7,0.013,1.3,1.2,-17
Oc1cc2c(cc1O)C1c3ccc(O)c(O)c3OCC1(O)C2 (centres undefined),0,6,-0.4,5,-14,0.0047,-3.1,1.5,-5
CC(=O)O[C@@]12CO[C@@H]1C[C@H](O)[C@@]1(C)C(=O)[C@H](O)C3=C(C)[C@@H](OC(=O)[C@H](O)[C@@H](NC(=O)OC(C)(C)C)c4ccccc4)C[C@](O)([C@@H](OC(=O)c4ccccc4)[C@H]21)C3(C)C,·,3,·,0,-7,0.35,·,1.1,-40
O=C(c1ccccc1)c1ccc2n1CCC2C(=O)O (centres undefined),·,2,1.9,5,-17,-0.11,0.6,1.1,-6
CCOC(=O)Nc1ccc2c(c1)N(C(=O)CCN1CCOCC1)c1ccccc1S2,-12,5&2,0.1,3&-2[fluorescence artefact?],-9&-2,0.17,-0.4,-1.2,-7&-14
C[C@]12CC[C@H]3C(=CCc4cc(O)ccc43)[C@@H]1CCC2=O,·,-4,3.2,2,-9,-0.0044,-1.5,1.2,7
COc1cc(NC(=O)c2cc(C3CC3)on2)c(OC)cc1Cl,-28,3,-0.2,0,-8,-0.48,0.2,0.8,-49
CCCc1cc(C(N)=S)ccn1,-1,-3,0.1,-2,0,-0.013,-2.1,2.8,5
C[C@H]1c2cccc(O)c2C(O)=C2C(=O)[C@]3(O)C(O)=C(C(N)=O)C(=O)[C@@H](N(C)C)[C@@H]3[C@@H](O)[C@@H]21,4,10,0.8,-13,-2,-0.025,-2.4,·,-134
O=C(NCCN1CCOCC1)c1ccc(Cl)cc1,-11,0,0.2,0,-8,1,0.4,1.4,8
Cc1cc(O)c2c(c1)C(=O)c1cccc(O)c1C2=O,·,-11,2.0,-6,6,0.021,-0.4,0.0,29
Cc1oncc1C(=O)Nc1ccc(C(F)(F)F)cc1,·,1,19,2,-3,-1.2,-0.4,0.6,15
COc1cc2c(c(OC)c1OC)-c1c(cc(OC)c(OC)c1OC)C[C@H](C)[C@H](C)C2,-16,2,-1.2,3,-5,0.15,-0.1,·,9
C/C=C(/C)C(=O)O[C@@H]1c2cc3c(c4c2[C@@]2(CO4)C(=O)C(OC)=C(OC)C=C2C[C@@H](C)[C@H]1C)OCO3,-14,6,0.1,-1,-1,-0.18,-0.6,·,-3
COc1ccc(Sc2ccc(NC(=O)c3ccccc3Cl)cc2C#N)cc1,-21,-11,3.1,7[fluorescence artefact?],-2,·,-12,1.3,-3
OCC(O)CN1CCN(c2ccccc2)CC1 (centres undefined),·,1,0.2,-2,-6,0.28,0.9,1.1,15
CCOc1ccc(NC(=S)N2CCC(C(O)(c3ccccc3)c3ccccc3)CC2)cc1,11,-52,0.9,-1,-10,-0.19,9.6,-0.3,-20
C#C[C@]1(O)CC[C@H]2[C@@H]3CCC4=CC(=O)CC[C@@H]4[C@H]3CC[C@@]21CC,·,-10,·,1&1,-4&-5,-0.12&-1.2,·,0.8&1.7,0&12
CN1CCN(c2c(F)cc3c(=O)c(C(=O)O)cn4c3c2SCC4)CC1,-17,2,3.6,2&1[fluorescence artefact?],-9&-18,0.42&0.53,2.8,0.5&2.3,-417
COc1cc(C(=O)NCCCCCC(=O)O)cc(OC)c1OC,-13,3,-0.1,-2,-4,·,-2.1,-0.7,16

# Filtered by structure, the entries above with fluorine (2)
SMILES,Mdm2 ligase inh,Rad51 HR inh,zVAD death inh,eIF4E 4G PPI,EBV gp42 inh,KCC2 mod,TNF death inh,PERK inhibitor,m-calpain inh
Cc1oncc1C(=O)Nc1ccc(C(F)(F)F)cc1,·,1,19,2,-3,-1.2,-0.4,0.6,15
CN1CCN(c2c(F)cc3c(=O)c(C(=O)O)cn4c3c2SCC4)CC1,-17,2,3.6,2&1[fluorescence artefact?],-9&-18,0.42&0.53,2.8,0.5&2.3,-417

# More structures follow.
SMILES,Mdm2 ligase inh,Rad51 HR inh,zVAD death inh,eIF4E 4G PPI,EBV gp42 inh,KCC2 mod,TNF death inh,PERK inhibitor,m-calpain inh
CN(C)CCOC(=O)C(c1ccccc1)C1(O)CCCC1 (centres undefined),·,-1,1.0,1,1,1.3,-0.7,-1.4,-2
O=C(O)CCCCCCCC(=O)O,·,2,0.3,2,-7,0.13,1.6,2.8,27
CC1(C)Oc2ccc(C#N)cc2[C@@H](N2CCCC2=O)[C@@H]1O,·,5,3.3,1,-13,0.38,0.8,1.3,17
CCN(CC)CCOC(=O)C(c1ccccc1)c1ccccc1,·,9,2.8,0,0,0.46,1.3,0.8,10
CCC12CCCN3CCc4c(n(c5ccccc45)C(O)(C(=O)OC)C1)C32 (centres undefined),-4,-53,0.1,0,-2,0.58,2.7,-0.8,-21
CN=C(N)NC(=O)Nc1c(C)cccc1C,-12,20,1.3,-1,-8,0.038,4.5,1.1,1
Cc1ccsc1/C=C/C1=NCCCN1C,·,-2,4.1,-3,-8,0.076,0.2,1.2,18
COc1ccc(S(=O)(=O)Nc2nnc(CC(C)C)s2)cc1,-14,·,1.4,-4[fluorescence artefact?],-26,·,0.4,-0.5,-14
O=C1CCc2cc(OCCCCc3nnnn3C3CCCCC3)ccc2N1,·,2,0.3,-2&6&-1,0&-13&-10,-1.7&-1.6&0.029,-1.9,-1.8&1.3&1.1,34&17&8
CCCCOC(=O)c1ccc(N)cc1,·,-8,11,2,-3,1.1,-2.6,1.0,13
C[C@@H]1C[C@H]2[C@@H]3C[C@H](F)C4=CC(=O)C(Cl)=C[C@]4(C)[C@@]3(F)[C@@H](O)C[C@]2(C)[C@@]1(O)C(=O)CO,·,4,·,3,-18,0.22,·,0.2,-13
CN1CCC(=C2c3ccccc3CC(=O)c3sccc32)CC1,·,-6,0.1,3&0,-11&-4,0.28&-0.028,3.7,-0.8&0.7,10&-11
CCCN(CCC)C(=O)C(CCC(=O)O)NC(=O)c1ccccc1 (centres undefined),·,-5,2.0,1,-11,0.91,3.4,1.6,-25
